LYPLA2 counter – blocks human lysophospholipase 2, a PME1 counter-screen | O95372 | recombinant LYPLA2, FP-Rh probe fluorescence polarization | inhibition, % at 5.9 µM | actives 0.38% (n = 320,000) | AID 2177;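 active = inhibition above the screen-wide mean plus 3 SD, limit set per campaign, cut at about 26% in these data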;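 also: 0% = LYPLA2 with DMSO and 100% = wells lacking LYPLA2 enzyme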
Target sequence (O95372 whole entry, looked up): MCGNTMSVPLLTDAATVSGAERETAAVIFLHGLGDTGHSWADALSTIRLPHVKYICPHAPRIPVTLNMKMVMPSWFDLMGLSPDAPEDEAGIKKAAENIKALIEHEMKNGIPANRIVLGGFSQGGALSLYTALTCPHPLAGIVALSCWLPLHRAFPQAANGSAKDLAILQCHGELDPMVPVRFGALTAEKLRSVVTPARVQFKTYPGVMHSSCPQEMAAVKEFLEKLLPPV
TPT1 inhibitor – C. albicans TPT1 enzyme inhibition. AID 1962. inhibition, % at 5 µM. actives 0.81% (n = 300,000). recombinant caTPT1, FP RNA substrate dephosphorylation;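 active = inhibition above the mean of all tested compounds plus 3 SD, set per screening campaign, cut at about 24% in these data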;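 also: plate controls were DMSO alone for no effect and ferristatin control at 100 nM for full effect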
GASC-1 inh – inhibitors of human GASC-1 (JMJD2C) demethylase | Q9H3R0 | actives 0.069% (n = 330,000) | inhibition, % at 2.35 µM | GST-JMJD2C(1-420) H3K9me3 demethylation, DELFIA europium;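 active = more than half of a compound's replicate wells show inhibition beyond 50%, single wells judged on their own value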;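 also: signal counts dimethyl H3K9 product captured on neutravidin plate; 0% = median of DMSO wells and 100% = 0.3 times that DMSO median; strong numbers were not always called active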
Target sequence (Q9H3R0 1-420 limits assumed): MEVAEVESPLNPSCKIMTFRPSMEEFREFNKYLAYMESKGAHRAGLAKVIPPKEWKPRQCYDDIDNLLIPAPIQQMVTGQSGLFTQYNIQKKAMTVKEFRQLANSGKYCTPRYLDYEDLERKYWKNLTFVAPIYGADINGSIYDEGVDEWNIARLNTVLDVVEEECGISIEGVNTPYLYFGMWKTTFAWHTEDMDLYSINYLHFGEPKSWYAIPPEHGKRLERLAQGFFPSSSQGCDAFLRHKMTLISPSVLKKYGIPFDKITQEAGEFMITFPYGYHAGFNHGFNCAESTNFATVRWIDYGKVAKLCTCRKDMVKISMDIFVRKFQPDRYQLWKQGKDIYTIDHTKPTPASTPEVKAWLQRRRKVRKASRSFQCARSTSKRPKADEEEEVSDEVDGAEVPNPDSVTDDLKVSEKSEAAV
Efflux pump inh – antifungal efflux pump inhibition, Nile Red retention; S. cerevisiae Candida pump triplex; AID 485275; inhibition, % at 10 µM; actives 0.44% (n = 330,000);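 active = plate passing quality check with inhibition over a set limit, or well fluorescence over plate mean plus 4 SD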;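 also: Nile Red retained in pooled yeast measured as flow cytometry median fluorescence; 0% = buffer negative control and 100% = Enniatin B positive control; higher means more Nile Red kept so more efflux inhibition; some compounds called inactive have numbers as strong as hits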
PP1 counter – PP1-alpha (human) inhibition in PP5 counter-screen | purified PP1alpha, OMFP fluorescence | inhibition, % at 6.7 µM | AID 2235 | actives 0.9% (n = 320,000);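 active = inhibition above the mean inhibition of all tested compounds plus 3 SD, computed separately for each screening campaign, cut at about 15% in these data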
Target sequence (P62136 whole entry, looked up): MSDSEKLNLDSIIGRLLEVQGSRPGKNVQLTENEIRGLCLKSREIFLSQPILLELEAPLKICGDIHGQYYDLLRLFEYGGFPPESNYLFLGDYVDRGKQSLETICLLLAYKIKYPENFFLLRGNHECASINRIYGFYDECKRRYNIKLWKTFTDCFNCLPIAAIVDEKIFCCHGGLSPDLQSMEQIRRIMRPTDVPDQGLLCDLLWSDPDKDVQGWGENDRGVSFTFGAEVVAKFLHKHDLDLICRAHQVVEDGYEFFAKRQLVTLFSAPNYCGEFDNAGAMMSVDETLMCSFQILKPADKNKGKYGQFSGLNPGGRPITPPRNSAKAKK
PREPL inh – inhibitors of human prolyl oligopeptidase-like enzyme PREPL. inhibition, % at 5.96 µM. recombinant PREPL, fluorescence polarization activity-based probe. actives 0.68% (n = 320,000). AID 2751; in the data active = inhibition above about 43%;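 also: 0% = enzyme with DMSO and 100% = wells lacking enzyme; many of its hits are not listed in these tables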
core dimer inh – blocks dimerization of HCV core protein; TR-FRET GST/Flag-core106 dimerization, 1536-well; inhibition, % at 5 µM; actives 0.33% (n = 300,000); AID 1899;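 active = inhibition above the mean of all tested compounds plus 3 SD, set per screening campaign, cut at about 45% in these data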
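System: GST-tagged and Flag-tagged HCV core protein residues 1-106 / Input: core106 proteins, GST 13.5 nM and Flag 17 nM / Buffer or medium: KF-containing HEPES buffer, pH 7.45, DTT, CHAPS, BSA / Probe or stimulus: Eu-anti-GST and XL665-anti-Flag labelled anti-tag antibodies / Schedule: 4 h, 22.5 °C incubation / Technique: TR-FRET 671 and 617 nm emission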
CTSL1 counter – counter-screen for PFM18AAP inhibitors: inhibitors of F. hepatica cathepsin L1; inhibition, % at 5.96 µM; recombinant F. hepatica cathepsin L1, Z-Leu-Arg-MCA fluorescence; AID 1906; actives 0.49% (n = 300,000);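 active = inhibition above the mean of all tested compounds plus 3 SD, set per screening campaign, cut at about 17% in these data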;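 also: 0% = plate median of test compound wells and 100% = 1 µM Z-Phe-Ala-diazomethylketone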
PP5 inh – PP5 (human) phosphatase inhibition. purified PP5c, OMFP substrate fluorescence. inhibition, % at 6.7 µM. actives 0.18% (n = 320,000). AID 1987;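 active = inhibition above the campaign's mean inhibition across all tested compounds plus 3 SD, cut at about 9.5% in these data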;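 also: 0% = DMSO only and 100% = 100 µM cantharidin control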
Starred values were filed as active, the others as inactive; x = no result given; & = joins results of further samples. The list is partial (hit frequency here may not be typical).

Results follow in this order: LYPLA2 counter	TPT1 inhibitor	GASC-1 inh	Efflux pump inh	PP1 counter	PREPL inh	core dimer inh	CTSL1 counter	PP5 inh
> CCOC(=O)c1nn(-c2ccc(Br)cc2)cc1C(=O)c1cccc2ccccc12
→ -8	1	-5	0.0	-2	-7	10	-1	1.9
> COCCn1c(C)cc(C(=O)CSc2nc3ccccc3o2)c1C
→ 6	-5	0	0.0	0	-4	1	4	0.6
> Fc1cccc(NC(=S)Nc2ccc(Br)cc2)c1
→ -5	-3	2	-0.3	-2	18	-1	11	-8.1
> O=C(Cc1cccc2ccccc12)NNC(=O)Nc1ccc(Cl)cc1
→ -1	-1	-6	0.0	-1	2	1	-2	-0.3
> CCN1CCCc2cc(CN(CCN3CCOCC3)C(=S)Nc3cccc(OC)c3)ccc21
→ 0	-2	1	-0.1	0	16	1	0	1.4
> CC1CCC(C(=O)NC(C(=O)NCc2cccnc2)C(C)C)CC1 (stereo not given)
→ 3	-4	-5	0.0	-5	0	-1	-5	-0.2
> CN(Cc1nccn1C)C(=O)c1cc(COc2cccc(C(F)(F)F)c2)on1
→ 7	-3	-8	0.0	-2	16	0	-6	2.0
> CCc1cc(C(=O)Cc2ccccn2)c(O)cc1O
→ 0	-3	-8	0.3	0	12	-7	8	-0.1
> CS(=O)(=O)c1ccc(Cl)c(NC(=O)CSc2nc3ccccc3c(=O)n2CCCN2CCOCC2)c1
→ 1	0	5	0.0	-3	5	1	1	2.1
> Cc1[nH]c2ccccc2c1CCN(Cc1cccnc1)C(=S)NC(C)(C)C
→ -7	1	0	0.1	-2	12	-4	1	-1.1
> COc1ccc2c(C)cc(SCC(=O)Nc3ccc(Cl)cn3)nc2c1
→ -1	12	-5	-0.3	-1	-3	9	-1	1.7
> COc1ccc(C(=O)NC(=S)N2CCC(C)CC2)cc1
→ -2	3	-10	0.2	-4	11	3	8	0.8
> COc1ccc(CN2C=C3C(=O)C(C)(OC(=O)C4CCCC4)C(=O)C=C3C=C2c2ccsc2)cc1 (stereo not given)
→ 5	6	-2	-0.1	14	41	31	-3	6.7
> O=C(c1ccc(S(=O)(=O)N2CCCC2)cc1)N1CCCCC1
→ 1	-1	-9	0.0	-3	0	-1	0	0.5
> Cc1cc(C)c(NC(=O)CSc2nc(=O)n(CCN3CCOCC3)c3c2CCC3)c(C)c1
→ 4	1	-6	0.0	-2	1	3	-1	-0.4
> O=C(CCn1c(=O)sc2ccccc21)NC1=NCCS1
→ 3	-1	2	-0.5	-3	2	-1	3	0.1
> COc1cc(/C=N/NC(=S)NC2CC3CC2C2C=CCC32)ccc1O (stereo not given)
→ -9	0	-34	0.5	2	24	2	7	2.8
> C/C(=N/NC(=O)C(=O)N/N=C(/C)c1ccccc1)c1ccccc1
→ -6	1	-1	0.0	5	-4	0	2	2.4
> COc1cc(OC)c(NC(=O)Nc2ccc(OC)c(OC)c2)cc1Cl
→ 0	-4	4	-0.1	-3	-9	-2	0	0.2
> Cc1nnc(SC(C)C(=O)NCC2CCCO2)s1 (stereo not given)
→ -6	x	9	-0.1	0	19	x	x	-0.2
> O=C(Nc1ccc(OC(F)(F)F)cc1)c1n[nH]c(Cn2cncn2)n1
→ 1	1	-20	-0.1	-2	3	-1	-1	-0.2
> O=C(c1ccc([N+](=O)[O-])cc1)N1CCN(C2=NS(=O)(=O)c3ccccc32)CC1
→ 3	-3	14	-0.1	-4	0	10	-1	-0.5
> Cc1cc(C(=O)CN2CCCCC2)c(C)n1-c1ccc(F)cc1
→ 3	0	-1	0.1	1	-6	11	0	1.5
> COCCOC(=O)C1=C(N)OC2=C(C(=O)CC(C)(C)C2)C1c1ccncc1 (stereo not given)
→ 5	-1	39	-0.2	-3	2	1	-2	-0.5
> CCc1ccc(C2CC(c3ccccc3Cl)Nc3nc(N)nn32)cc1 (stereo not given)
→ -4	0	-1	-0.3	6	34	2	0	1.7
> O=C(OCc1nnc(-c2ccccc2)o1)c1cc(S(=O)(=O)N2CCOCC2)c(Cl)cc1Cl
→ 1	-8	4&41	-0.1	1	3	11	2	2.4
> Cn1c(-c2ccc(F)cc2)cnc1SCC(=O)Nc1ccccc1N1CCOCC1
→ 18	-2	-6&-12	0.0	1	2	3	3	4.0
> O=C(CNC(=O)c1cnccn1)Nc1ccc(F)c(F)c1F
→ -5	3	1	0.1	-1	3	-2	6	1.2
> Cc1onc(-c2ccccc2)c1C(=O)NCCc1ccncc1
→ -2	1	-5	-0.1	-1	4	-6	2	-1.0
> Cc1cccc(NS(=O)(=O)c2c(C)nc3scc(C)n3c2=O)c1
→ -4	2	3	1.0	0	-62	-19	-21	-3.1
> NC(=O)c1cc([N+](=O)[O-])ccc1NCCN1C(=O)c2ccc(C(=O)O)cc2C1=O
→ -5	-3	-18	-0.1	-6	3	8	0	2.5
> COc1ccc(OC)c(S(=O)(=O)N/N=C\c2cn(CC(N)=O)c3ccccc23)c1
→ 2	0	2	0.0	1	-3	-2	0	3.0
> CC(C)CNC(=S)NNC(=O)c1csc2c1CCC(C)C2 (stereo not given)
→ 1	-1	3	-0.5	2	8	0	-4	-0.6
> COc1ccc(C(=O)Nc2ccc(CN3CCS(=O)(=O)CC3)cc2)cc1
→ -6	2	3	-0.2	0	9	1	1	2.6
> O=Nc1ccc(O)c2ncccc12
→ 2	1	2	-0.1	-3	10	-13	1	1.5
> CCOC(=O)c1cc(NC(=O)Nc2ccc(OC)c(OC)c2)c(C)nc1C
→ 0	3	-2	0.0	-1	13	-6	-2	2.9
> COc1ccc(CCNC(=S)NC(=O)/C=C/c2ccc(C)cc2)cc1OC
→ 4	7	8	0.0	8	3	4	2	1.6
> CC(=O)Nc1cccc(NS(=O)(=O)Cc2ccc(Cl)cc2)c1
→ 1	0	8	-0.1	0	10	2	2	1.7
> CC(Sc1nc(N)cc(=O)[nH]1)C(=O)NNC(=O)c1cccc(Cl)c1 (stereo not given)
→ -10	x	24	0.3	1	16	x	x	1.9
> CN1CCN(C(=O)c2ccc(-c3ccccc3)cc2)CC1
→ 6	2	0	0.1	0	1	-2	-1	2.6
> CCCCn1c(N)c(N(CC(C)C)C(=O)CN(C)S(=O)(=O)c2ccc(NC(C)=O)cc2)c(=O)[nH]c1=O
→ 2	-1	-4	-0.1	-5	-3	-2	-4	-2.9
> Cc1cccc(NC(=O)c2ccc(C(=O)c3ccccc3)cc2)n1
→ 3	0	4	-0.1	1	-2	-1	1	-0.1
> CC1CCCC(C)N1CCNC(=O)CCc1nnc2n(Cc3ccccc3)c(=O)c3ccccc3n12 (stereo not given)
→ 1	-2	-3	0.1	-2	3	1	-3	0.5
> COC(=O)c1ccccc1NC(=O)c1noc2c1CCCC2
→ 3	0	-1	-0.1	6	11	-1	2	1.2
> COc1ccc2nc(N(CCN(C)C)C(=O)c3ccc4ccccc4c3)sc2c1
→ -4	-3	-9	0.1	2	5	-5	-4	2.9
> CC(=O)Nc1ccc(NC(=O)Nc2ccc(C)cc2C)cc1
→ -1	-2	-17	-0.1	0	-1	1	-4	0.2
> O=S1CC/C(=N\O)c2ccccc21 (stereo not given)
→ 0	0	-1	0.0	-3	0	-1	2	1.4
> CC1Cc2ccccc2N1C(=O)CSc1nnnn1Cc1ccccc1 (stereo not given)
→ -1	6	-4	0.2	0	-2	9	-1	5.0
> COc1ccc(C(=O)NCc2ccncc2)cc1S(=O)(=O)N1CCOCC1
→ 2	x	10	0.0	2	4	x	x	2.8
> Cc1sc(NC(=O)CSc2nnnn2C2CCCC2)c(C#N)c1C
→ -2	-3	-8	1.1	-4	14	0	6	4.0
> Cc1ccc(-n2c(CSc3nc(C)cc(C)n3)nnc2SCC(=O)N2CCCC2)cc1
→ -5	1	-6	0.0	2	1	-3	0	-2.4
> CCOCCn1c(=NC(=O)CSCC(=O)Nc2cc(C)on2)sc2cc(OC)ccc21
→ 1	2	5	0.2	-6	11	-14	1	1.7
> COCC(C)n1c(C)cc(C(=O)COC(=O)c2nc3nc(C)cc(C)n3n2)c1C (stereo not given)
→ -2	6	-5	0.0	2	-1	20	-1	-3.7
> Cc1nn(S(=O)(=O)c2cccc([N+](=O)[O-])c2)c(C)c1S(=O)(=O)N1CCOCC1
→ -2	0	2	-0.1	-3	-2	1	-3	-0.3
> CC1CC(C)CN(C(=O)CCCn2c(=S)[nH]c3ccccc3c2=O)C1 (stereo not given)
→ -3	2	11	0.0	-2	0	-2	-2	-0.8
> CCOc1ccc(Oc2cc(C)nc(SC)n2)nn1
→ 4	-5	2	0.0	-1	1	5	-5	0.5
> CC1=Nc2ccccc2N=C(NC(=O)CN2CCN(c3ccc(F)cc3)CC2)C1c1ccccc1 (stereo not given)
→ 2	-2	5	0.0	0	12	4	1	-2.2
> COC(=O)[C@@H](NC(=O)c1ccccc1)[C@@H](C)O
→ -7	-2	0	-0.1	-9	0	8	-2	1.9
> CC1=C(C(=O)c2ccccc2)C(c2cn(-c3ccccc3)nc2-c2ccc(Cl)cc2)NC(=S)N1 (stereo not given)
→ -36	2	6	0.2	8	9	25	0	1.2
> O=C(CSc1nnc(NC(=O)C2CCC2)s1)Nc1ccccc1Br
→ 0	-2	6	-0.2	-2	0	9	5	1.0

Additional structures follow:
Results follow in this order: LYPLA2 counter	TPT1 inhibitor	GASC-1 inh	Efflux pump inh	PP1 counter	PREPL inh	core dimer inh	CTSL1 counter	PP5 inh
> CC(=O)Nc1ccc(Nc2ncnc3c2cnn3-c2cccc(C)c2)cc1
→ 8	-2	3	-0.1	2	22	-5	2	8.8
> CCOC(=O)Cn1nc(C)n(-c2ccc(Cl)cc2)c1=O
→ 6	-4	-1	0.1	-2	3	-1	4	-0.2
> N#C/C(=C\c1cccc(Oc2ccccc2)c1)C(=O)N1CCOCC1
→ 4	1	4	0.2	-3	-3	0	1	0.0
> O=c1oc(-c2ccc(Br)o2)nc2ccccc12
→ -7	-3	-5	-0.1	-1	4	4	2	3.9
> CCc1noc(C)c1C(=O)NNC(=O)COc1ccccc1C
→ 8	x	13	-0.1	-3	18	x	x	1.6
> COc1ccc(NC(=O)C(Sc2ccccc2)c2ccccc2)c(OC)c1 (stereo not given)
→ -6	1	-12	0.2	3	-2	2	7	1.2
> Cc1[nH]nc(N=CC2=C(O)CC(C)(C)CC2=O)c1-c1ccccc1
→ 4	-2	2	-0.1	-1	3	-3	6	3.2
> COc1cc(OC)nc(Oc2ccc(N)c(C)c2)n1
→ 9	1	2	0.0	0	0	-15	-3	1.4
> O=C(CN1CCN(c2ccccc2O)CC1)Nc1cccnc1Cl
→ 5	-2	7	0.1	-1	18	6	-2	-1.6
> Cc1ccc(OCCOCCn2cnc3ccccc3c2=O)cc1C
→ 13	1	2	-0.1	-2	-7	3	0	0.5
> COC(=O)c1cn(NC(=O)Cc2cccc(OC)c2)c(=O)c2ccccc12
→ -7	2	-3	-0.9	-1	-2	0	-4	3.0
> Cc1cc(Cl)c(S(=O)(=O)NC(C(=O)O)c2ccccc2)cc1OCC(N)=O (stereo not given)
→ 1	-2	-2	0.1	0	4	2	1	-0.6
> O=C(N/N=C/c1coc2ccccc2c1=O)c1cn(-c2ccccc2)nc1-c1ccccc1
→ -13	1	8	-0.3	-1	1	28	8	-2.3
> CNCc1ccccc1Sc1cc(O)ccc1O
→ -1	2	x	0.0	1	8	-6	-6	-1.6

Screening results (PubChem BioAssay)
